M1 antag – human M1 muscarinic receptor antagonists, primary screen, CHO-K1 cells, Fluo-8 calcium fluorescence, 1536-well; Muscarinic acetylcholine receptor M1 (Homo sapiens), P11229; CHO-K1 hM1, ACh EC80 antagonist; inhibition, % at 3 µM; 360,000 compounds, 1.3% hits;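 active = percent inhibition above its own plate's cutoff, namely the mean of that plate's compound wells plus 3 SD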;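 note: peak over basal fluorescence ratio during 140 s after agonist addition; 0% = ACh EC80 plus DMSO and 100% = DMSO alone without agonist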
V1R ag counter – agonists of human V1a receptor, primary screen, counter-screen for OXTR agonist project, fluorescence, CHO-V1R cells; 320,000 compounds, 0.25% hits; activation, % at 3 µM; Fluo-8 calcium fluorescence, agonist mode; 0% DMSO, 100% 3 nM vasopressin; Vasopressin V1a receptor (Homo sapiens), P37288;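 active = activation above the mean activation of all tested compounds plus 3 SD, per screening run, cut at about 20% in these data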;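 note: signal is peak over basal fluorescence ratio across a 100 second FLIPR read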
Target sequence (P37288 whole entry, looked up): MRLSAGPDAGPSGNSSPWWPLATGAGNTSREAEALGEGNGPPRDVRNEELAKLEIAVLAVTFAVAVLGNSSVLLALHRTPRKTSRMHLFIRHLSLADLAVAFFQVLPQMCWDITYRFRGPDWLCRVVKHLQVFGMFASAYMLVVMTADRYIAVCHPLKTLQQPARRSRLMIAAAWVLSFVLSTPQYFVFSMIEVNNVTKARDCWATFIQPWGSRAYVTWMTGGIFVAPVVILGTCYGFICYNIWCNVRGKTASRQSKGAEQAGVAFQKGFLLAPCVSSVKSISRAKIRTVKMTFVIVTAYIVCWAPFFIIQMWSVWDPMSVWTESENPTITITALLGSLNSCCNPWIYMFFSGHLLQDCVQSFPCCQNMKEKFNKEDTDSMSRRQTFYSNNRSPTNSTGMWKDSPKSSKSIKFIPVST
OXTR potentiator – human OXTR potentiators, primary screen, fluorescence, CHO-OTR cells, Fluo-8 calcium. Fluo-8 calcium fluorescence, potentiator mode; 0% = oxytocin EC15, 100% = EC100. Oxytocin receptor (Homo sapiens), P30559. 320,000 compounds, 0.061% hits. activation, % at 3 µM;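 active = activation above that plate's cutoff, the mean activation of tested compounds plus 3 SD, cut at about 6.6% in these data, passing the limit was not always enough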;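 note: 100% uses oxytocin at 75 nM as the full agonist control; some results filed as inactive read as strong as hits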
Target sequence (P30559 whole entry, looked up): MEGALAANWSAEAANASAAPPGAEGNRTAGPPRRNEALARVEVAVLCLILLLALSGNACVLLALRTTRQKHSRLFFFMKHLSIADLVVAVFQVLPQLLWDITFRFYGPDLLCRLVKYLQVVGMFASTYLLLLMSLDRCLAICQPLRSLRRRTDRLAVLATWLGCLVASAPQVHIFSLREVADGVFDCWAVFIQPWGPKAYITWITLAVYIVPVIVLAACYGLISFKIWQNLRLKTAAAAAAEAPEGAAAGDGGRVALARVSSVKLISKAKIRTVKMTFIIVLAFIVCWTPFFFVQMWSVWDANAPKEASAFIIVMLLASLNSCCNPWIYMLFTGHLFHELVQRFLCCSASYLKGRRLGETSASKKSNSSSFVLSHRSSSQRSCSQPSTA
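Dosing: Single dose, 3.0 µM nominal final compound concentration | Material: Human OTR in CHO cells | Technique: Kinetic Fluo-8 calcium fluorescence | Benchmarks: EC15 oxytocin alone as 0%, 75 nM oxytocin as 100% | Probe or stimulus: Oxytocin at about EC15, sub-maximal agonist stimulus | Incubation: Compound 6 min at room temperature before oxytocin, 100 s read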
M1 ag – human M1 muscarinic receptor agonists, primary screen, Fluo-8 calcium fluorescence, CHO-K1 cells, HTS; Muscarinic acetylcholine receptor M1 (Homo sapiens), P11229; CHO-K1 hM1, agonist mode; 0% DMSO, 100% acetylcholine EC100; activation, % at 3 µM; 360,000 compounds, 0.33% hits; AID 588814, 2011;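 active = activation above the run's mean compound activation plus 3 SD, cut at about 16% in these data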;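 note: peak over basal fluorescence ratio within a 140 s kinetic read after compound addition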
M1 PAM – human M1 muscarinic receptor positive allosteric modulators, primary screen, CHO-K1 cells, Fluo-8 calcium fluorescence, 1536-well | Muscarinic acetylcholine receptor M1 (Homo sapiens), P11229 | CHO-K1 hM1, ACh EC20; 0% = ACh EC20, 100% = maximal ACh | activation, % at 3 µM | 360,000 compounds, 0.088% hits; in the data active = activation above about 19%, passing the limit was not always enough
TAAR1 ag – human TAAR1 agonists, primary screen, Fluo-8 calcium fluorescence, CHO RD-HGA16 cells | vehicle wells 0%, saturating PEA agonist 100% | 360,000 compounds, 0.99% hits | Trace amine-associated receptor 1 (Homo sapiens), Q96RJ0 | AID 624467, 2012 | activation, % at 3 µM;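 active = activation above the mean activation of all test compounds in the run plus 3 SD, cut at about 38% in these data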
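Benchmarks: low control DMSO, high control PEA (EC100); System: CHO RD-HGA16 cells carrying human TAAR1 plus Gα16; Detection: Fluo-8 fluorescence, 5 s baseline then 140 s kinetic read; Schedule: 17-24 h plating, Fluo-8 75 min 37 °C, 30 min RT; Read-out basis: % activation from peak over basal fluorescence ratio, DMSO-to-PEA scaled.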
OXTR ag – human OXTR agonists, primary screen, fluorescence, CHO-OTR cells, Fluo-8 calcium; 320,000 compounds, 0.32% hits; Fluo-8 calcium fluorescence; normalized: DMSO 0%, oxytocin 100%; AID 2435, 2010; activation, % at 3 µM; Oxytocin receptor (Homo sapiens), P30559;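 active = activation above the mean of all tested compounds plus 3 SD, cutoff set per screening run, cut at about 20% in these data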;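 note: peak over basal fluorescence ratio from a 100 s FLIPR kinetic read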
CHO parental Ca – ATP-evoked calcium signal inhibitors, parental CHO, primary screen, counter-screen for OX1R antagonist project, cell-based, fluorescence, Fluo-8 calcium dye; parental CHO-K1, ATP-induced calcium, Fluo-8 fluorescence; inhibition, % at 5.6 µM; 330,000 compounds, 0.63% hits;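 active = inhibition above that plate's mean sample inhibition plus 3 SD, cut at about 26% in these data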;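 note: 0% = ATP-challenged DMSO wells and 100% = DMSO wells without ATP; some compounds past the cut are filed as inactive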
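Test system: untransfected parental CHO cell line; also added: ATP stimulus; dosing: 5.6 µM, single dose; signal: calcium-sensitive Fluo-8 fluorescence; measure: percent inhibition of ATP-evoked calcium rise, normalized to controls; benchmarks: low control ATP plus DMSO, high control DMSO only; replication: one well per compound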
TAAR1 antagonist – human TAAR1 antagonists, primary screen, Fluo-8 calcium fluorescence, CHO RD-HGA16 cells. Trace amine-associated receptor 1 (Homo sapiens), Q96RJ0. antagonist. inhibition, % at 3 µM. 360,000 compounds, 1.5% hits;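 active = inhibition above a per-plate cutoff, the mean inhibition of test compounds on that plate plus 3 SD, cut at about 49% in these data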;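 note: 0% = DMSO plus EC80 beta-PEA response and 100% = DMSO alone without agonist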
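System: RD-HGA16 CHO cells with stable hTAAR1 and Gα16 | Probe or stimulus: EC80 β-phenethylamine stimulus | Dosing: 3 µM, single point | Times: Dye loading 75 min at 37 °C, then 30 min room temperature | Measured by: Fluo-8 calcium-sensitive fluorescence | Read-out basis: % inhibition of agonist calcium response | Replicates: n of 1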
Numbers without * were called inactive; x = no result given.

SMILES	M1 antag	V1R ag counter	OXTR potentiator	M1 ag	M1 PAM	TAAR1 ag	OXTR ag	CHO parental Ca	TAAR1 antagonist
Cc1ccc(S(=O)(=O)N2CCN(C(=O)c3cccs3)CC2)cc1C	1	-0.3	-1	-3	-2	1	-0.4	-14	-18
COc1ccc(CC(=O)Nc2ccc(-c3nnc(-c4ccccc4)o3)cc2)cc1	-3	-0.2	-21	-1	5	9	-0.3	-6	0
CCCCn1c(-c2ccco2)nc2ccccc2c1=O	-16	-0.1	0	-5	-3	14	-2.8	-9	-8
COc1ccc(OC)c(S(=O)(=O)Nc2c(F)cccc2F)c1	-2	0.3	-11	-1	6	4	-1.1	-7	-10
Cc1ccc(S(=O)(=O)C(C#N)c2nc3ccccc3nc2OC(C)C)cc1 (stereo not drawn)	1	0.2	-6	-2	1	5	0.7	-7	-6
CCC(C)[C@@H](CN)NCC1(c2ccccc2)CC1 (stereo partly drawn)	-3	0.8	2	-8	4	29	1.0	-8	-1
O=C(c1ccccc1Oc1ccc([N+](=O)[O-])cc1)N1CCOCC1	-5	1.4	-1	-4	9	2	0.7	-11	-4
COc1cccc(C(CNc2ccc(S(=O)(=O)N3CCN(C)CC3)cc2[N+](=O)[O-])N(C)C)c1 (stereo not drawn)	-5	x	x	-7	0	2	x	x	-13
CCC(=O)N1c2ccc(S(=O)(=O)CCC(=O)Nc3ccc(OC)cc3OC)cc2CC1C (stereo not drawn)	-6	-1.9	-7	-4	12	1	-0.9	-5	0
CC1(C(=O)NS(=O)(=O)c2cccc(F)c2)CCN1C(=O)c1cccc(F)c1 (stereo not drawn)	-9	x	x	-2	6	1	x	x	-16
COC(=O)[C@H](C)NC(=O)NC1CCCc2ccccc21 (stereo partly drawn)	-6	-0.3	-3	-5	10	x	-1.0	36*	x
Fc1ccccc1SCc1nnc(-c2ccccc2Br)o1	-11	-0.7	-5	-13	8	7	-0.2	-20	-16
CCC1C(=O)C[C@H]2CCN3C(=O)CCCC1C23 (stereo partly drawn)	-7	x	x	-1	4	4	x	8	-8
Cc1cccc(C)c1NC(=O)NCCCN1CCN(c2ccccc2)CC1	10	0.7	0	-3	0	0	0.1	-28	-8
CCc1ccc(N2C(=O)C(Cl)=C(N3CCCCCC3)C2=O)cc1	10	x	x	-7	-7	-2	x	x	6
Cc1ccccc1-c1nc(CN2CCC(C(=O)O)CC2)c(C)o1	-11	-0.2	-1	3	11	2	0.9	-4	-6
COc1ccc(/C(C)=N/NC(=O)c2ccc(CSc3cccc4cccnc34)cc2)cc1OC	1	0.6	-2	51*	3	9	0.4	-23	7
Cc1cc(C)c(C(=O)Nn2c(C)nc3ccccc3c2=O)cc1C	-5	0.1	1	-4	-1	15	-2.1	-16	27
CN(C)Cc1c(C(=O)N/N=C/c2ccccc2OCc2c(F)cccc2Cl)nnn1-c1nonc1N	-5	1.1	-9	0	10	4	-1.4	-40	46
COCCNC(=O)CN(c1cc(Cl)ccc1OC)S(=O)(=O)c1ccc(C)c([N+](=O)[O-])c1	13	0.0	-8	-5	-4	11	1.0	-23	-16
CCCc1nnc(NC(=O)CCC(=O)N2CCCCC2CC)s1 (stereo not drawn)	-24	0.0	4	-1	5	10	0.3	-8	0
COc1cc(C(=O)N/N=C/c2sc(=O)n(-c3ccccc3)c2Cl)cc(OC)c1OC	-8	1.0	7	-9	0	3	-0.9	-23	14
CSCCC(NC(=O)c1ccco1)C(=O)Nc1cc(C)ccn1 (stereo not drawn)	3	1.0	-3	-3	3	0	-0.2	1	-21
CCOC(=O)N1CCC(Nc2ccc(N3C(=O)C4CCCCC4C3=O)cc2[N+](=O)[O-])CC1 (stereo not drawn)	-24	2.9	-4	7	19	2	3.0	-10	-26
CSc1nc(N)n2nc(C(C)(C)C)cc2n1	3	-0.1	-6	-4	2	7	-1.5	-3	2
COc1ccc(C(=O)N2CCC(N3CCN(c4ccccc4)CC3)CC2)cc1OC	-7	0.4	-3	0	8	9	0.5	3	2
Nc1ccc(Nc2ccccc2)c(Cl)c1	-3	1.7	-7	-4	4	-1	-1.3	-6	3
COc1ccc(OCCCC(=O)Nc2ccc3c(c2)OCO3)cc1	-3	0.8	-1	-4	4	11	0.8	-11	6
CCOc1ccc(Cc2noc3c2C(=O)CCC3)cc1OCC	-7	1.0	-3	-5	6	0	1.2	-2	2
CCc1ccc(C2C(C#N)=C(N)SC(N)=C2C#N)s1	1	5.2	-4	3	-4	x	6.8	1	x
CCOc1ccc(-c2nc(C#N)c(NCc3ccc4c(c3)OCO4)o2)cc1	-4	-0.5	-7	-2	4	-2	-1.1	12	35
CC(=O)c1cccc(NC(=O)c2ccc(N(Cc3ccc(C)cc3)S(C)(=O)=O)cc2)c1	10	9.1	-12	2	-2	23	12	7	39
O=C(O)C1(P(=O)(c2ccccc2)c2ccccc2)CCCC1	-10	1.0	-9	-2	6	0	-0.1	-2	14
C/C(=N\NC(=O)c1nnn(-c2nonc2N)c1CN1CCc2ccccc21)c1ccccc1O	27	1.0	1	-1	-7	1	-0.7	-15	1
O=C(Nc1cc(C(F)(F)F)ccc1N1CCOCC1)C1CC1	-13	0.1	3	-3	10	9	-0.7	0	-8
COc1ccc(-c2ccc(=O)n(CC(=O)NC3CCc4ccccc43)n2)cc1OC (stereo not drawn)	-10	-1.3	3	-2	7	0	-1.6	-19	-9
O=S(=O)(N1CCCCCC1)N1CCN(S(=O)(=O)N2CCOCC2)CC1	-8	-0.1	-9	-3	-6	2	-0.7	-6	-13
Cc1ccc(C(=O)Cn2cc([N+](=O)[O-])nc2C)cc1	-8	-0.7	3	-2	3	8	1.0	-17	-33
COc1ccc(-c2ccccc2)cc1NCc1ccccc1C	-13	-0.8	0	-6	19	9	-1.5	-18	-58
O=C(c1ccc(OC2CCN(CCc3ccccc3)CC2)cc1)N1CCCCC1CCCO (stereo not drawn)	30*	1.9	-6	-7	-8	6	1.4	-18	-38
COC(=O)Cn1c(CN(Cc2ccccc2)Cc2ccccc2)nc2c1c(=O)[nH]c(=O)n2C	2	-0.7	4	1	6	11	-0.7	-16	3
Cc1ccc(NC(=O)NCc2cccn2C)cc1C	-8	-1.2	-8	-5	6	4	-1.4	-14	-9
Nc1nc(SCC(=O)Nc2cc(-c3ccccc3)nn2-c2ccccc2)n[nH]1	3	0.1	-1	0	0	3	-0.7	-13	-12
CC(C)c1ccc(-c2cc(C(=O)N3CCOCC3)c3cc(Br)ccc3n2)cc1	-5	-0.1	-1	0	10	10	0.4	-3	-6
Cc1ccc(C(=O)NCCNC(=O)c2ccco2)cn1	2	-0.1	-5	-1	4	5	0.9	1	3
CC(=O)NC1=C(NC2CCS(=O)(=O)C2)C(=O)c2ccccc2C1=O (stereo not drawn)	6	0.5	0	-4	2	5	-0.2	-7	1
COc1cc2cc(Br)cc(Br)c2nc1C	-10	-0.4	-9	-7	2	3	-2.5	-12	-25
COc1ccc(C(C)=O)cc1Cn1c(C)c(C(=O)NCc2ccc(C(F)(F)F)cc2)sc1=O	5	x	x	2	-9	34	x	x	37
Cc1c(C(=O)NCc2ccc(C(F)(F)F)cc2)sc(=O)n1Cc1cccc(F)c1	39*	x	x	37*	-3	127*	x	x	100*
O=C(CCc1ccccc1)Nc1ccc(S(=O)(=O)NC2=NCCCCC2)cc1	-14	1.2	-9	-3	16	6	1.1	-8	5
Cc1ccc(N2C(=O)c3ccccc3NC2C(C)Cc2ccc3c(c2)OCO3)cc1 (stereo not drawn)	9	0.2	6	-3	-6	7	0.0	7	43
CCc1ccc(NC(=O)CS(=O)CC(=O)NC(C)CCc2ccco2)cc1 (stereo not drawn)	-24	0.1	-10	-2	-2	8	-1.9	-30	1
COc1ccc(OC)c(C(=O)CSc2nnc(Cc3cccs3)n2CCc2ccccc2)c1	3	1.4	-1	-5	4	4	-1.3	-32	13
COc1ccccc1CNC(=O)c1cc(-c2ccncc2)nc2c(Cl)cccc12	-6	-0.8	-9	-4	7	-2	-1.7	-26	23
Cc1ccc(CNC(=O)CN(C(=O)N2CCN(C)CC2)S(=O)(=O)c2ccc(C)cc2)cc1	-4	0.5	4	-3	6	1	0.8	2	-7
N#Cc1c(N)n(-c2ccc(C(=O)O)cc2)c2nc3ccccc3nc12	-12	0.1	0	-2	9	0	1.2	-3	-22
Cc1[nH]c2ccc(F)cc2c1CCN(Cc1ccncc1)C(=S)Nc1ccccc1	5	3.2	-10	-6	-2	4	1.8	8	31
COc1ccc(-c2nnc(Sc3nc4ccccc4o3)c3ccccc23)cc1	0	-1.2	-3	-5	1	6	-1.7	-2	8
COc1ccc(/C=N/NC(=O)c2cccnc2)cc1COc1ccc([N+](=O)[O-])c(C)c1	-7	6.2	-15	-2	-4	16	3.5	-6	64*
COc1ccc(CCC(=O)NNC(=O)c2cc(Cl)ccc2OC)cc1OC	-9	-0.5	2	-2	3	7	0.3	-10	4
CC(C)(O)/C=C/C[C@](C)(O)C1CC[C@]2(C)C1[C@H](O[C@H]1O[C@@H](CO)[C@H](O)[C@@H](O)[C@@H]1O)CC1[C@@]3(C)CC[C@H](O)C(C)(C)C3[C@@H](O)C[C@]12C (stereo partly drawn)	-5	1.8	1	-5	7	6	2.3	-5	2

Just M1 ag (two entries from above):
| Molecule | M1 ag |
| --- | --- |
| CCc1ccc(NC(=O)CS(=O)CC(=O)NC(C)CCc2ccco2)cc1 (stereo not drawn) | -2 |
| O=C(c1ccccc1Oc1ccc([N+](=O)[O-])cc1)N1CCOCC1 | -4 |

Screening data as filed in PubChem.

Random draw from the library. Share with any hit: about 3.7%.
